IDE cell activ: human IDE activators in live cells, primary screen, fluorescence polarization, HEK cells, FAbeta-B substrate; Insulin-degrading enzyme (Homo sapiens), P14735; FAbeta-B cleavage; 0% vehicle, 100% cell-free pure enzyme wells; activation, % at 5.96 µM; 340,000 compounds, 0.073% hits;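 active = activation above the mean of all tested compounds plus 3 SD, set per screening campaign, cut at about 17% in these data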
MEKK3 PB1 HTS: modulators of MEKK3-MEK5 PB1 binding, primary screen, biochemical, wildtype MEKK3, multiplex bead flow cytometry, Alexa488-MEK5; bead-based flow cytometry, Alexa488-MEK5 binding to MEKK3; actives lie on both sides; 0 = blocked by unlabeled MEK5, 100 = vehicle; Mitogen-activated protein kinase kinase kinase 3 (Homo sapiens), Q99759; AID 1529, 2009; 290,000 compounds, 1.4% hits; binding response (% of control), % at 10 µM;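 active = binding response more than 3 SD above or below the average of its plate-row segment, actives on both sides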;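 note: Alexa488 bead fluorescence after subtracting the streptavidin-only scavenger bead signal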
Target sequence (Q99759 whole entry, looked up): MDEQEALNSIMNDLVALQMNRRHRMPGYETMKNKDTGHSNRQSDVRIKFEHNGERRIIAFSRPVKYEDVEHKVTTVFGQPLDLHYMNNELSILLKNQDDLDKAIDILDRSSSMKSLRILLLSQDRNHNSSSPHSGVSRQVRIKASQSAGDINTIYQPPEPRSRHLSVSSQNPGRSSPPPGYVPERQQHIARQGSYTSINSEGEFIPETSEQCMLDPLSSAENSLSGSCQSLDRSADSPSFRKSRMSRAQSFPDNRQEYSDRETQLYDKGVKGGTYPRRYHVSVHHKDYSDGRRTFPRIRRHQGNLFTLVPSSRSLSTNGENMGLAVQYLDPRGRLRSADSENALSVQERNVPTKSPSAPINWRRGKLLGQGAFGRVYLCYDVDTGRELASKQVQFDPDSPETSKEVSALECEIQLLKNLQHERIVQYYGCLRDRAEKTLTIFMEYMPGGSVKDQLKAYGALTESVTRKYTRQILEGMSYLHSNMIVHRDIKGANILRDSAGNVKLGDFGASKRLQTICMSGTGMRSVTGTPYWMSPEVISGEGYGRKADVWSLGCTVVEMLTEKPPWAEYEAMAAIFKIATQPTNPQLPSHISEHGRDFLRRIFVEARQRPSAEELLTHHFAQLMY
CRFBP-R2 block: antagonists of CRF-BP/CRF-R2 complex, primary screen, cell-based, HEK293, calcium dye fluorescence, uHTS; inhibition, % at 11.8 µM; CRF-induced calcium fluorescence; 350,000 compounds, 0.59% hits;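 active = inhibition of the ligand-induced calcium signal above about 50% at the single tested concentration, limit read from the data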
PHOSPHO1 inh: PubChem AID 1565; Phosphoethanolamine/phosphocholine phosphatase (Homo sapiens), Q8TCT1; recombinant PHOSPHO1, absorbance phosphatase assay; inhibition, % at 13.3 µM; 290,000 compounds, 1.1% hits; in the data active = inhibition above about 60%
IDE inh: human IDE inhibitors in live cells, primary screen, fluorescence polarization, HEK cells, FAbetaB substrate; Insulin-degrading enzyme (Homo sapiens), P14735; 320,000 compounds, 0.41% hits; AID 434962, 2010; FAbetaB cleavage; inhibition, % at 5.59 µM;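 active = percent inhibition above the average of all tested compounds plus 3 SD, set per screening campaign, cut at about 16% in these data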;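 note: IDE supplied by intact live HEK cells; FP after avidin binding of uncleaved biotin substrate so inhibition keeps polarization high; 0% = DMSO wells and 100% = 60 µM reference IDE inhibitor Ii1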
CRFR2-BP ag: agonists of CRF-BP/CRF-R2 complex, primary screen, cell-based, HEK293, calcium dye fluorescence, uHTS; calcium dye fluorescence (FLIPR); percent of saturating CRF peptide response; activation, % at 13.2 µM; 350,000 compounds, 0.46% hits;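 active = activation of at least 50%, plus an integration ratio under a set limit after plate pattern correction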;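 note: plate controls were neutral control wells without compound for no effect and CRF at EC100 for full effect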
p-CIP stab down: p/CIP-EGFP fusion destabilizers, primary screen, fluorescence, F442A cells | 16 h | 290,000 compounds, 0.01% hits | AID 1984, 2009 | decrease of EGFP signal, % at 10 µM;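 active = EGFP signal decrease of at least 30% at 10 µM or well 3 SD below plate mean, unless failing retest; inactive = the rest, including hits failing retest or dose response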; note: some compounds called inactive have numbers as strong as hits; many of its hits are not listed in these tables
CHRM4 PAM: human M4 muscarinic receptor positive allosteric modulators, primary screen, CHO-K1 cells, Fluo-8 calcium fluorescence; activation, % at 3 µM; Muscarinic acetylcholine receptor M4 (Homo sapiens), P08173; AID 624126, 2012; CHO-K1 hM4/Gqi5, ACh EC20; 0% = ACh EC20, 100% = maximal ACh; 360,000 compounds, 0.4% hits;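 active = activation above its plate's cutoff, the mean activation of sample wells plus 3 SD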; note: some results filed as inactive read as strong as hits
GalR3 antagonist: GalR3 antagonists in HEK293 cells, primary screen, cell-based, fluorescence readout; 360,000 compounds, 0.44% hits; inhibition, % at 3 µM; HEK293 GalR3-CNG cAMP membrane potential fluorescence; galR3 body fused to GalR1 C-terminus; Galanin receptor type 3 (Homo sapiens), O60755;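 active = inhibition above the screen-wide average plus 3 SD, cut at about 13% in these data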;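 note: forskolin and galanin both at EC90 stimulate the cells; cAMP rise reported by CNG channel membrane potential dye signal; 0% = forskolin plus galanin with DMSO and 100% = forskolin alone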
Target sequence (O60755 1-299 limits assumed): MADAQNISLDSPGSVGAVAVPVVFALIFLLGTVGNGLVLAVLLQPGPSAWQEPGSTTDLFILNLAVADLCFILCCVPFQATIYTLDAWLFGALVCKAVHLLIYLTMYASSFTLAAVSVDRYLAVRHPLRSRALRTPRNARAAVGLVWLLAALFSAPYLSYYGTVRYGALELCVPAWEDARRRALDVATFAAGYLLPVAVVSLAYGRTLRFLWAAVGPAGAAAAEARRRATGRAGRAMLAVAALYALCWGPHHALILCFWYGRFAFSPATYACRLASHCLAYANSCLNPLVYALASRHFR
Active calls of the source: *; nt = no result given; [ ] = remark or other dose. Hits appear at their usual frequency (roughly 4.2% active in at least one column).

SMILES	IDE cell activ	MEKK3 PB1 HTS	CRFBP-R2 block	PHOSPHO1 inh	IDE inh	CRFR2-BP ag	p-CIP stab down	CHRM4 PAM	GalR3 antagonist
CCC1(N(C(C)=O)c2ccc(OC)cc2)C(=O)c2ccccc2C1=O	6	82	13	-11	-2	-0.5	-38	-8	-6
C=CC[C@@H](Cc1ccc(F)cc1)C(=O)OC[C@@H]1CCCN1C(=O)[C@@H](CC=C)CC(=O)N[C@H](CO)Cc1ccccc1	7	nt	1	nt	2	-0.7	nt	-9	-8
O=C(Nc1ccc(N2CCOCC2)c(S(=O)(=O)Nc2ccc(Cl)cc2)c1)c1cnccn1	-2	101	-18	-54	-2	-2.2	-12	-5	2
Cn1nnc(NC(=S)NC(=O)c2ccc3ccccc3c2)n1	nt	nt	14	nt	nt	0.0	nt	-3	1
COCCn1c(SCC(=O)Nc2ccc(OC)cc2OC)nc2ccccc2c1=O	2	92	-3	25	nt	-0.9	-9	0	-10
O=C(CCS(=O)(=O)Cc1ccccc1F)NCCc1ccc(Cl)cc1	1	101	5	13	8	-0.6	-4	0	-9
CC(=O)C(Sc1nnnn1-c1ccc(O)cc1)c1ccccc1 (stereo unspecified)	2	102	2	38	-4	0.7	-10	-1	2
[O-]/[N+](=C/c1ccccc1)c1ccccc1	3	nt	-3	nt	1	0.4	nt	4	-2
Cc1ccc(Nc2nc(-c3ccncc3)nc3ccccc23)cc1	nt	97	-10	-32	2	-0.7	-25	-4	-4
O=S(=O)(c1ccc(-c2n[nH]c(=S)o2)cc1)N1CCCCC1	3	101	1	-65	-1	0.8	-1	-5	-11
Cc1cc(SCC(=O)NC2CC2)nc2ccccc12	0	nt	-2	nt	-4	0.0	nt	-3	-5
Cc1ccc(Cn2nnc3c(=O)[nH]c(C4CCN(S(=O)(=O)c5ccc(C)cc5)CC4)nc32)cc1	4	100	13	14	-5	-1.9	-20	-12	-7
Cc1noc(C)c1C(=O)OCC(=O)NC1CCCCC1C (stereo unspecified)	3	nt	4	nt	nt	0.1	nt	-1	-3
CCCSc1nnc(NC(=O)c2sc3nc(-c4cccs4)ccc3c2N)s1	-18	98	15	33	3	0.3	0	14	-1
CSCc1cc(N2CCOCC2)nc(-c2ccccc2)n1	0	99	-13	0	1	-2.2	-5	0	-2
CC(C)c1ccc(NC(=O)[C@@H]2CCC(=O)N2C2OC(=O)c3ccccc32)cc1 (stereo partly specified)	-1	100	11	23	3	0.4	7	17	-4
COc1cc(/C=C2/C(=O)ON=C2C)ccc1OCc1cccc(F)c1	-4	102	-21	12	1	-1.7	-3	12	-6
O=C(Nc1ccc(S(=O)(=O)N2CCCCC2c2cccnc2)cc1)c1ccccc1F (stereo unspecified)	0	97	-8	0	3	-0.5	-9	-5	-4
Cc1cccc(NC2CCCCC2NS(=O)(=O)c2ccccc2)c1 (stereo unspecified)	4	101	-7	22	nt	-2.5	2	-3	-2
CCOc1ccccc1-n1c(=O)c2ccccc2c2ccccc2c1=O	1	93	20	-9	-1	0.2	-2	6	-5
COc1ccc(-n2c(-c3ccco3)nc3c(cnn3-c3ccccc3C)c2=O)cc1	4	106	12	16	-1	-1.2	4	-6	-6
CCOc1ccc(-c2noc(=O)[nH]2)cc1	0	23*[inhibitor]	12	13	2	-1.4	-2	-1	-1
N#CC(C#N)=C1CCCc2sccc21	9	nt	-28	nt	nt	-0.8	nt	5	-6
COc1cc(NC(=O)COc2ccc([N+](=O)[O-])cc2)ccc1NC(=O)c1ccco1	nt	nt	9	nt	nt	-1.4	nt	4	-6
Cc1cc(N2CCCCC2)nc(-c2ccc(Br)cc2)n1	4	98	-12	2	5	0.4	1	7	-9
CCN(CC)Cc1c(C(=O)N2CCc3ccccc3C2)nc2ccc(Cl)cn12	-1	102	0	49	4	1.0	-11	-2	0
CC(NC(=O)CN1CCN(CC(=O)Nc2ccccc2Cl)CC1)c1ccc(Br)cc1 (stereo unspecified)	6	nt	-3	nt	-1	2.8	nt	-8	-8
O=C(CSc1nc(-c2ccco2)cc(C(F)(F)F)n1)N1CCN(c2cccc(Cl)c2)CC1	6	100	-8	-2	6	3.4	-12	-9	-6
COc1ccc(-n2nc(C(N)=O)c(O)cc2=O)cc1	4	92	32	4	2	0.6	-3	4	-3
CCC(Sc1nc(N)c(NC(=O)c2ccc(Br)o2)c(=O)[nH]1)C(=O)O (stereo unspecified)	-3	102	1	12	-1	1.1	-16	3	-1
COc1ccccc1S(=O)(=O)Cc1ccc(C(=O)NCC(OC)OC)o1	-3	101	5	nt	-6	-1.9	-11	2	-11
Cc1c(Cl)cccc1NC(=S)NNS(=O)(=O)c1ccc([N+](=O)[O-])cc1	9	102	3	37	1	0.1	-12	0	-3
CCOC(=O)c1c(NC(=O)Cc2ccccc2)sc2c1CCN(C)C2	-4	97	-29	-16	0	8.1	-7	4	nt
O=C(CSc1nnc(-c2ccccn2)n1Cc1ccccc1)N1CCOCC1	-1	93	11	33	1	-0.9	-6	-2	-5
CCCNC(=O)C1(S(=O)(=O)c2ccccc2)CC=CC1	2	100	-2	5	-1	0.5	8	6	-5
S=c1[nH]ncn1/N=C/c1ccc(Br)cc1	2	105	16	96*	-1	-1.4	-12	1	-1
CCOC(=O)N1CCN(C(=O)CN(Cc2ccc(Cl)cc2)S(C)(=O)=O)CC1	2	108	-1	-29	4	1.8	-18	1	-1
N#CCc1nnc2n1-c1ccccc1CCC2	3	94	-3	-102	2	0.5	-9	2	-8
CCN(CC)CCNC(=O)C1CCC(=O)N(c2ccc(OC)cc2)C1c1ccc(F)cc1 (stereo unspecified)	1	103	0	2	2	3.5	-5	0	6
COc1ccc(S(=O)(=O)N2CCC(C(=O)Nc3ccc(OC)c(OC)c3)CC2)cc1C	0	102	9	nt	-5	-4.0	nt	1	-2
COc1ccc(N2CCN(CC(=O)Nc3ccccc3C(=O)NC(C)c3ccccc3)CC2)cc1 (stereo unspecified)	nt	nt	-30	nt	nt	-1.0	nt	-10	-5
COC(=O)c1ccc(NS(=O)(=O)c2cccc3cccnc23)cc1	5	105	15	6	1	-1.3	4	2	-3
CN(C)CCOCCP(=O)(c1ccccc1)c1ccccc1	1	99	8	-4	3	-0.1	-18	-1	-4
CC(C)(C)NS(=O)(=O)c1cccc(S(=O)(=O)c2cccc(S(=O)(=O)NC(C)(C)C)c2)c1	nt	100	-20	14	2	0.3	-8	nt	nt
CCCc1cc(=O)oc2cc(OCC(=O)NCC3CCC(C(=O)O)CC3)ccc12 (stereo unspecified)	-2	102	7	19	1	6.3	1	-1	1
COc1ccc(CCN2C(=O)NC(NS(=O)(=O)c3ccccc3)(C(F)(F)F)C2=O)cc1OC (stereo unspecified)	0	104	1	22	-3	-0.8	-6	4	-9
COc1cccc(/C=C2/Oc3ccccc3N(CC(=O)NCC3CCCO3)C2=O)c1 (stereo unspecified)	5	99	-5	34	3	-1.6	-8	-7	nt
Nc1ccc(Oc2ncccn2)c(Cl)c1	0	97	-1	48	2	0.8	0	-9	-10
Cc1ccc2[nH]c(C)c(CCNC(=O)NC3CCCCC3)c2c1	0	113	-9	-17	-3	1.7	1	-4	-2
Nn1c(Cc2ccccc2F)nnc1SCn1nnc2ccccc2c1=O	3	101	22	45	5	1.5	-6	-3	-2

(listing goes on)
SMILES	IDE cell activ	MEKK3 PB1 HTS	CRFBP-R2 block	PHOSPHO1 inh	IDE inh	CRFR2-BP ag	p-CIP stab down	CHRM4 PAM	GalR3 antagonist
C=C(C(=O)c1ccccc1)C(NC(C)(C)C)c1ccccc1 (stereo unspecified)	0	nt	-48	nt	nt	6.6	nt	-9	-5
CCOC(=O)N1CCC2(CC1)C(C#N)=C(N)Oc1n[nH]c(C)c12	3	110	5	2	-1	0.3	3	2	8
Cc1ccc(/C=[N+](\[O-])c2ccccc2C)o1	3	99	6	15	3	0.7	-6	-3	2
Cc1cc(C(=O)COC(=O)c2ccc(O)cc2)c(C)n1CCc1ccc(F)cc1	3	125	-27	-11	5	7.5	-3	-4	-3
Fc1ccc(CSc2nnc(-c3cc4c(s3)-c3ccccc3CC4)o2)cc1	-5	109	-13	24	-1	8.3	-17	-1	-3
COc1ccccc1CNC(=O)C1CCN(Cc2nc(-c3cccc(Cl)c3)oc2C)CC1	2	113	-6	4	2	-0.8	-14	-3	-2
O=C(Nc1cccc(S(=O)(=O)N2CCCCC2)c1)c1cnccn1	7	112	7	21	1	-3.6	-12	-5	-7
CC(C)NC(=O)NC(=O)COC(=O)CCCSc1nc2ccccc2s1	-2	104	9	-1	0	-0.9	-11	10	8
O=S(=O)(c1cccc(Cl)c1Cl)N1CCCCC1	-2	96	8	7	-4	2.0	-8	3	-7
COC(=O)C[C@@H]1C[C@@H]2c3cc(NS(=O)(=O)c4ccc(F)cc4)ccc3O[C@@H]2[C@H](CO)O1	nt	nt	-14	nt	nt	0.1	nt	5	-5
CCN(CC)S(=O)(=O)c1ccc(N2CCOCC2)c(NC(=S)NC(=O)c2ccco2)c1	5	86	4	-45	1	-0.3	9	1	-2
Cc1ccc(OCCCOc2cccc3cccnc23)cc1C	-5	113	-12	56	4	2.3	-1	6	-3
COC(=O)c1cc(Cl)c(NS(=O)(=O)c2ccccc2)cc1OC	1	103	15	5	3	-2.7	-8	3	3
COc1ccc(NC(=O)CSc2nnnn2C2CCCC2)c(OC)c1	3	100	-5	-10	nt	-1.1	6	3	-10
COC(=O)C1=CO[C@@H](C)[C@H]2CN3CCc4c([nH]c5ccccc45)[C@@H]3C[C@H]12	3	nt	-34	nt	1	-0.1	nt	-1	-6
COc1ccccc1C(CC(=O)Nc1nccs1)c1ccco1 (stereo unspecified)	1	105	-24	19	8	-1.1	-7	-5	1
O=C(c1cc2ccccc2oc1=O)N1CCCN(C(=O)c2cc3ccccc3oc2=O)CC1	3	nt	0	nt	nt	-2.3	nt	-7	-1
CCC1([N+](=O)[O-])COC(c2ccc(Cl)cc2)OC1 (stereo unspecified)	-5	nt	10	nt	nt	0.9	nt	27*	-7
COc1ccc(-c2nc(CCNC(=O)c3cccs3)cs2)cc1	-4	105	-8	-22	4	-4.3	-2	-5	nt
CN(C1CCCCC1)S(=O)(=O)c1ccc(C(=O)N2CCN(c3nc4ccccc4s3)CC2)cc1	-4	78	-90	4	7	17	5	-5	5
S=C1COC(c2ccccc2)N1c1ccccc1 (stereo unspecified)	-2	98	16	-6	8	1.2	-7	-1	-2
COc1cc2c(cc1OC)[C@@H](NC(=O)c1ccc(C(F)(F)F)cc1)[C@H](OCc1ccccc1)C2	4	nt	4	nt	nt	-0.1	nt	5	-5
CCOC(=O)/C(N)=C/c1ncc(C(F)(F)F)cc1Cl	3	105	11	-8	2	0.6	-18	2	7
O=C(CSc1nnc(Cc2ccccc2)o1)NCCc1ccccc1	-3	92	14	-12	-1	-0.9	-10	-2	-3
O=C(NNC(=O)c1ccccc1-n1cccc1)c1ccc(F)cc1	2	100	-8	-1	-3	0.6	-15	-5	-4

Screens as filed in PubChem.
